pCIP destab: p/CIP protein destabilization | Q05BA5 | F442A p/CIP-EGFP cells, EGFP fluorescence, 16 h | decrease of EGFP signal, % at 10 µM | hit rate 0.01% among 290,000 | AID 1984;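 active = EGFP signal decrease of at least 30% at 10 µM or well 3 SD below plate mean, unless failing retest; inactive = the rest, including hits failing retest or dose response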; also: some compounds called inactive have numbers as strong as hits; many of its hits are not listed in these tables
Target sequence (Q05BA5 1-1403): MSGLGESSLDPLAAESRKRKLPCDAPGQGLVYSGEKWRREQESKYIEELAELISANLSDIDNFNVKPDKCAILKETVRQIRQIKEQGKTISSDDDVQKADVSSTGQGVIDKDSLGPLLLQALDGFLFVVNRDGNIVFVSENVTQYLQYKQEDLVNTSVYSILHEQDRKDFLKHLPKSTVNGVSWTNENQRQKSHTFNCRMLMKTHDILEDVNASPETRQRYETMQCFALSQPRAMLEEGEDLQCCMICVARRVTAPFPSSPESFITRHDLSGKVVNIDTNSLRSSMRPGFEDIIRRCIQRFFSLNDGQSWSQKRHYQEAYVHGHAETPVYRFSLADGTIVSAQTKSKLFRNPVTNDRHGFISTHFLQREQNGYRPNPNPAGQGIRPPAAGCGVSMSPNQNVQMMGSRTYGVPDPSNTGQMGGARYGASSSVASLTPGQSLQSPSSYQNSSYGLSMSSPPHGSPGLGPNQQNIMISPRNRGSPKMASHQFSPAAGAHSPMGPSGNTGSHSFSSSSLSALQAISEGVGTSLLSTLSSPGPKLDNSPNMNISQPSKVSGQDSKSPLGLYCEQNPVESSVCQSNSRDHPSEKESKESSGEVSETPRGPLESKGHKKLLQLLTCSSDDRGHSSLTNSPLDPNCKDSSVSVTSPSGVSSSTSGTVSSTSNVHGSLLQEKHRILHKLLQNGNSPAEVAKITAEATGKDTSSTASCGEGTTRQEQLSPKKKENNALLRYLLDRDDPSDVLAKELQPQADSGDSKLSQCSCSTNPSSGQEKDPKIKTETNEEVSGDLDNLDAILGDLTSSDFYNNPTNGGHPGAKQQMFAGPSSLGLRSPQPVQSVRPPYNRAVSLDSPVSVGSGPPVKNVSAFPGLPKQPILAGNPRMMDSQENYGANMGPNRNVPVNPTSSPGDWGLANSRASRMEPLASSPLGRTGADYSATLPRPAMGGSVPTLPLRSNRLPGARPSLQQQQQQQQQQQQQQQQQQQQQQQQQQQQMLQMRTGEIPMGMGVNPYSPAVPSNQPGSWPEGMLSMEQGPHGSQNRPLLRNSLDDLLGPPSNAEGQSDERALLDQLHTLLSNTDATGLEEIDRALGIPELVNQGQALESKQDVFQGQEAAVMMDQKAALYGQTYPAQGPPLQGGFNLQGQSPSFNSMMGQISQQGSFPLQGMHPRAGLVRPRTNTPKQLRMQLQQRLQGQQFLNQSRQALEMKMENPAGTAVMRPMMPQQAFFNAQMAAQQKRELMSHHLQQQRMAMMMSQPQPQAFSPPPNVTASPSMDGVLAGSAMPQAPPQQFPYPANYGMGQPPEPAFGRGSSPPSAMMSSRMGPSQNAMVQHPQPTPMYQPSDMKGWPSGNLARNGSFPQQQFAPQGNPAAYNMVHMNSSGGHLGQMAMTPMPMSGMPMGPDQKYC
VIM-2 inh: blocks Pseudomonas aeruginosa VIM-2 metallo-beta-lactamase | purified VIM-2, nitrocefin hydrolysis, epi-absorbance fluorescence | inhibition, % at 5.6 µM | hit rate 0.89% among 290,000 | AID 1527;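 active = inhibition above the mean of all tested compounds plus 3 SD, cutoff set per screening run, cut at about 7.5% in these data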;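 also: red hydrolysis product quenches plate fluorescence so inhibitors raise well fluorescence; 0% = enzyme with DMSO and 100% = DMSO without enzyme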
IDE inh: inhibits human insulin-degrading enzyme in HEK cells; P14735; FAbetaB cleavage, fluorescence polarization; inhibition, % at 5.59 µM; hit rate 0.41% among 320,000;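 active = percent inhibition above the average of all tested compounds plus 3 SD, set per screening campaign, cut at about 16% in these data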;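 also: IDE supplied by intact live HEK cells; FP after avidin binding of uncleaved biotin substrate so inhibition keeps polarization high; 0% = DMSO wells and 100% = 60 µM reference IDE inhibitor Ii1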
IDE act: boosts human insulin-degrading enzyme activity in HEK cells; P14735; FAbeta-B cleavage, fluorescence polarization; 0% vehicle, 100% cell-free pure enzyme wells; activation, % at 5.96 µM; hit rate 0.073% among 340,000; AID 493087;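 active = activation above the mean of all tested compounds plus 3 SD, set per screening campaign, cut at about 17% in these data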
IMP-1 inhibitor: inhibitors of Pseudomonas aeruginosa IMP-1 metallo-beta-lactamase | purified IMP-1, nitrocefin hydrolysis, epi-absorbance fluorescence | inhibition, % at 5.6 µM | hit rate 0.45% among 290,000;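 active = inhibition above the mean plus 3 SD of all compounds in the same screening run, cut at about 4.5% in these data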;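 also: 0% = IMP-1 with DMSO and 100% = DMSO wells lacking enzyme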
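System: Purified recombinant IMP-1 metallo-beta-lactamase enzyme | Measured by: Fluorescence quenching readout, ex 480/em 530 nm | Replication: Singlicate | Incubation: 15 min preincubation plus 25 min reaction at 25 °C | Evaluation: Percent inhibition from optical density relative to buffer-blank wells | Benchmarks: DMSO with and without IMP-1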
NS3 helicase inh: HCV NS3 helicase inhibition; NS3 helicase DNA unwinding, Cy5 molecular beacon fluorescence; inhibition, % at 10.9 µM; hit rate 0.56% among 290,000; AID 1800;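 active = inhibition above the mean of all tested compounds plus 3 SD, set per campaign, cut at about 35% in these data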;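 also: 0% = DMSO wells and 100% = thioflavine S control wells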
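Material: hepatitis C virus NS3 helicase domain fragment enzyme; measured by: Cy5 fluorescence, 0 and 60 min reads; control set: DMSO and thioflavine S; incubation: 60 min unwinding reaction at 25 °C after ATP addition; read-out basis: % inhibition from 60/0 min fluorescence ratio, DMSO 0%, thioflavine S 100%; repeats: singlicate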
M18AAP inhibitor: PfM18AAP enzyme inhibition. recombinant PfM18AAP, H-Glu-NHMec fluorogenic cleavage. inhibition, % at 7.35 µM. hit rate 1.2% among 290,000;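 active = inhibition above the campaign mean inhibition over all tested compounds plus 3 SD, cut at about 28% in these data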;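 also: 0% = plate median of test compound wells and 100% = 2 mM ZnCl2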
SUMO HTRF inh: SUMOylation inhibition. inhibition, % at 35 µM. P63279. hit rate 0.36% among 290,000. HTRF SUMOylation assay, SAE1/SAE2 + UBC9, in vitro; in the data active = inhibition above about 50%, passing the limit was not always enough; also: strong numbers were not always called active
FID counter: counter-screen for HCV NS3 helicase inhibitors: DNA intercalator displacement; DNA fluorescent intercalator displacement, fluorescence; inhibition, % at 7.9 µM; hit rate 0.17% among 290,000; AID 1845; in the data active = inhibition above about 37%;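 also: 0% = vehicle and 100% = reference compound; higher means more ethidium bromide displaced from hairpin DNA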
Starred values were filed as active, the others as inactive; nt = no result given. Random draw from the library. About 3.6% of those tested had a hit in this group.

SMILES	pCIP destab	VIM-2 inh	IDE inh	IDE act	IMP-1 inhibitor	NS3 helicase inh	M18AAP inhibitor	SUMO HTRF inh	FID counter
COc1ccc(C2SCCN2C(=O)c2ccc([N+](=O)[O-])cc2)cc1 (stereo not given)	11	-2.4	3	-3	-2.5	-14	-1	0	-5
NC(=O)NCCCC(=O)OCC(=O)c1ccc2ccccc2c1	-5	0.9	3	-6	-0.2	16	-8	28	-9
Cn1ccnc1C(=O)c1ccc(NN)c([N+](=O)[O-])c1	-9	-2.8	5	2	-3.8	0	-3	17	3
Cc1nn(CC(=O)N2CCN(c3ccc(Cl)cc3)CC2)c(=O)c2cccn12	-10	0.9	3	-3	-2.7	-14	-1	6	-35
Cc1cccc(N2CCN(S(=O)(=O)c3c(C)[nH]c(=O)[nH]c3=O)CC2)c1C	-6	-3.5	-1	-2	-3.0	-1	-21	5	-13
CCOc1ccccc1N(C)C(=O)Cn1ncc2c([nH]c3ccccc32)c1=O	-5	0.2	-6	-1	-0.9	-2	-8	9	-34
O=C(Oc1cc(=O)oc2c1c(=O)n1c3c(cccc23)CC1)c1ccc(F)cc1	-3	1.1	5	nt	-1.9	-4	1	4	1
O=C(COc1ccc(F)cc1)N1CCCCCCC1	0	-2.4	2	3	-2.4	2	0	-10	-5
CCCNC(=O)COC(=O)c1ccc(S(=O)(=O)N2CCCCCC2)cc1	-11	-6.3	-1	2	-2.9	-2	2	14	-10
O=C(Nc1ccc(N2CCOCC2)cc1)c1c(F)cccc1Cl	9	-0.8	7	4	-3.5	-16	7	14	9
C=CCn1c(SCC(=O)Nc2c(C)cccc2C)nnc1-c1cnccn1	2	0.8	-2	3	-1.1	1	-1	10	-11
O=C(N/N=C/c1cccnc1)c1cc(C2CC2)nc2ccccc12	-2	-0.6	10	5	-6.0	-3	-1	2	-11
Cc1ccc(CN2CCN(Cc3cnc(C)s3)CC2CCO)o1 (stereo not given)	-10	-0.6	8	4	-0.6	-1	-2	17	0
Cc1cc(C(=O)CSc2n[nH]c(-c3ccccc3F)n2)c(C)n1Cc1cccs1	-5	-3.9	-1	3	-3.5	-2	-10	-12	-20
CC(C)(C)C(=O)N(Cc1ccccc1)c1ccccn1	-8	0.5	5	-1	-0.3	-1	-7	2	-5
C[C@@H](C(=O)NCc1ccc(S(C)(=O)=O)cc1)[C@@H]1C[C@@]1(C)[C@@H](NC(=O)OCc1ccccc1)c1ccccc1	-17	-2.9	4	-2	-1.7	-10	-6	-1	-36
CCOC(=O)N1CCC(=NNc2ccc(S(=O)(=O)N3CCOCC3)cc2[N+](=O)[O-])CC1	-2	-1.9	-7	3	-1.5	-1	2	12	0
O=C(COc1ccc(/C=N/NC(=O)c2cccnc2)cc1)Nc1ccccc1	-20	1.2	-2	6	0.3	15	-11	24	-9
CC(NC(=O)c1ccccc1Cl)C1CC2CCC1C2 (stereo not given)	-7	0.4	-6	3	-2.7	3	-9	7	-13
NC(=O)C1CCCN(C(=O)CCc2nnc(C3(c4ccc(Cl)cc4)CCC3)o2)C1 (stereo not given)	0	-2.1	-3	3	-2.1	1	-1	3	-37
CCN(CC)C(=O)C(C(=O)c1cccc([N+](=O)[O-])c1)n1cc(Cl)ccc1=O (stereo not given)	5	-1.8	-7	1	-2.8	11	2	-7	1
CCC(C)NC(=O)C1CCCN(S(=O)(=O)c2ccc3c(c2)CC(C)N3C(C)=O)C1 (stereo not given)	-4	-1.6	3	0	0.2	11	1	-1	-30
COc1ccc(C(=O)NCC(=O)OCC(=O)NCCC2=CCCCC2)cc1	-2	-2.5	-1	6	-2.9	0	1	17	-22
COc1cccc(-n2c(Cc3cc(=O)[nH]c(=O)[nH]3)nnc2SCc2cccc(C(F)(F)F)c2)c1	-17	-2.3	6	4	-3.4	-3	4	38	-48
O=C(CNC(=O)c1cccc(F)c1)N/N=C/c1ccc(O)c([N+](=O)[O-])c1	6	-2.3	1	-6	-3.0	1	-4	3	6
O[C@H]1COC2C1OC[C@@H]2O (stereo not given in full)	5	1.5	5	7	-0.7	-2	-2	-2	1
COc1cccc(CN(C)C(=O)c2[nH]c(C)c(C(C)=O)c2C)c1OC	-6	0.1	-1	-5	-0.7	-11	0	-2	-18
COC(=O)c1ccc(NC(=O)COc2ccc(S(=O)(=O)NC(C)(C)C)cc2)cc1	8	2.3	-6	-4	-0.5	1	-12	13	-10
O=c1oc2cc(OCc3ccc(C(F)(F)F)cc3)ccc2cc1-c1ccccn1	6	0.1	-3	-1	-0.6	-4	8	17	2
CC(=O)c1ccc(-c2ccc([C@H]3[C@H]4C=CC[C@@H](C)[C@@H]4C(=O)N3Cc3ccccc3)c(F)c2)cc1	-3	nt	0	2	nt	nt	nt	-28	nt
Cc1cc(C)n(C(=O)CNC(=O)c2ccco2)n1	-1	-1.2	1	2	-1.8	1	1	11	-1
Cc1ccc(OCC(=O)Nc2ccc(N3CCCC3)cc2)cc1C	4	-2.2	-6	8	-1.8	-66	2	-14	-9
CCOC(=O)N1CCN(C2CCCN(C(=O)c3cccc(Cl)c3)C2)CC1 (stereo not given)	7	-1.4	-1	6	-1.8	-2	-10	6	-18
Cc1cc2c(cc1C)C(c1cccc(F)c1)CC(=O)N2 (stereo not given)	-26	-1.5	nt	-3	-2.5	-12	-2	6	-24
O=C(CSc1nc2ccccc2s1)Nc1nccs1	-6	-1.8	12	-4	-2.3	-5	2	33	-5
O=C(c1ccncc1)N1N=C(C2CC2)CC1(O)C(F)(F)F (stereo not given)	-19	-3.7	4	3	-2.8	-6	-2	22	1
Cn1c(N)c(C(=O)CSc2nc3ccccc3c(=O)n2Cc2ccccc2)c(=O)n(C)c1=O	7	-5.0	-4	4	-1.9	-5	4	20	-3
COc1cc([N+](=O)[O-])ccc1-c1ccc(C(=O)Nc2ccc(NC(C)=O)cc2)o1	-5	2.2	-5	-1	-0.9	28	27	16	-16
c1ccc(-c2cc3c(N4CCCCC4)ncnc3s2)cc1	3	4.3	6	-2	-0.4	9	-19	0	-9
COc1ccccc1/C=N/NS(=O)(=O)c1ccccc1	2	-2.5	2	-4	0.1	3	6	0	-359
Cc1cccc(C)c1NC(=O)c1c[nH]c2ccccc12	6	-0.7	2	-2	-3.6	-1	0	-22	-6
CCc1ccccc1NC(=O)NNC(=O)CCc1ccc(OC)cc1	-7	-4.6	nt	3	-4.0	5	1	9	-14
COC(=O)CN(c1nc(C)c(Br)c(OC)n1)S(=O)(=O)c1ccccc1	1	-4.4	7	6	-3.2	9	-1	1	-30
Cn1c(=O)c2c(nc(N/N=C/c3cccnc3)n2Cc2ccccc2)n(C)c1=O	-15	-0.3	5	-5	-2.2	3	7	33	-23
O=C(CC1C(=O)NCCN1C(=O)c1ccccc1)Nc1cc(Cl)ccc1Cl (stereo not given)	18	-1.1	0	3	-3.2	7	-6	8	-17
Cc1cc(S(=O)(=O)Nc2noc3ccccc23)ccc1F	-4	-0.3	6	4	-1.1	-7	7	11	-10
CCCOc1cccc(C(=O)Nc2cccc(NC(=O)c3ccco3)c2)c1	-14	-0.6	10	2	-2.1	-7	4	-5	-20
CC[n+]1c(/C=C2/C=C(C)CC(C)C2)sc2ccccc21 (stereo not given)	-3	-0.4	3	-1	-3.1	-2	21	10	-18
COc1cc(C(=O)NC(c2ccccc2)c2ccccc2)cc(OC)c1OC	4	-3.1	4	-1	-1.4	5	6	-1	-35
CC(=O)c1cccc(NC(=O)CC2S/C(=N/N=C/c3cccs3)NC2=O)c1 (stereo not given)	9	-0.8	-1	5	-4.2	5	5	19	-6
COc1ccc(OCC(O)CN2C(=O)NC(C)(C)C2=O)cc1 (stereo not given)	6	-1.6	0	1	-3.7	-7	-10	10	-5
Cc1cc2c(cc3c(=O)n(CC(=O)NCCCN4CC(C)CC(C)C4)ncn32)s1 (stereo not given)	-5	-1.4	6	1	-6.0	15	6	20	12
COC(=O)C(Cc1c[nH]c2ccccc12)NC(C)=O (stereo not given)	5	-1.7	-4	2	0.3	12	-14	0	-5
Cc1cc(C(=O)CN2C(=O)NC3(CCCCC3)C2=O)c(C)n1Cc1ccc2c(c1)OCO2	-4	-1.3	4	-2	-2.0	-15	2	25	-32
CC(CC(=O)N1CCN(c2cccc(Cl)c2)CC1)S(=O)(=O)c1ccc2c(c1)NC(=O)CO2 (stereo not given)	-31	-1.2	-2	-5	-0.1	-10	-10	3	-53
Cc1ccnc(Nc2nc(-c3c(C)nc4sccn34)cs2)c1	-3	-2.1	-6	3	-5.0	-6	-5	-12	1
COC(=O)c1ccc(CSc2nc(C)nc3sc(C)c(C)c23)o1	-9	-1.2	4	-7	-4.0	24	-1	-17	-8
CCC(C)(C)C1CCc2c(sc(NC(=O)c3cccs3)c2C(N)=O)C1 (stereo not given)	8	-2.2	3	6	-0.9	3	-3	41	8
CCOn1c(=O)c(=O)n(OCc2ccccc2)c2ccccc21	-7	1.4	5	6	-0.1	-10	-13	-6	-9
Cn1c(O)c(N=NC(=O)Cn2ccc(C(F)(F)F)n2)c2ccccc21	-1	2.4	1	-3	-3.6	-1	6	-2	-5

The list goes on (3 carried over from the part before).
SMILES	pCIP destab	VIM-2 inh	IDE inh	IDE act	IMP-1 inhibitor	NS3 helicase inh	M18AAP inhibitor	SUMO HTRF inh	FID counter
CCC(C)(C)C1CCc2c(sc(NC(=O)c3cccs3)c2C(N)=O)C1 (stereo not given)	8	-2.2	3	6	-0.9	3	-3	41	8
CCOn1c(=O)c(=O)n(OCc2ccccc2)c2ccccc21	-7	1.4	5	6	-0.1	-10	-13	-6	-9
Cn1c(O)c(N=NC(=O)Cn2ccc(C(F)(F)F)n2)c2ccccc21	-1	2.4	1	-3	-3.6	-1	6	-2	-5
CC1=C(C(=O)OC(C)C)C(c2cccs2)N2C(=O)CCSC2=N1 (stereo not given)	-12	-2.1	5	-1	-3.8	0	4	4	-15
Cc1ccc(C(c2sc3ncnn3c2O)N2CCC(C)CC2)cc1 (stereo not given)	-2	0.4	1	0	-3.2	1	56*	-28	-18
COc1ccc(Cn2cc3c(-c4ccc(F)cc4)nnc-3c3cc(OC)c(OC)cc32)cc1	4	-5.8	0	4	-5.8	-84	2	-2	4
COC(=O)/C=C/c1cnc2ccccc2c1	14	1.8	-1	4	-0.3	4	-17	7	-3
COC(=O)c1cn(NC(=O)c2ccc(OC)c(OC)c2)c(=O)c2ccccc12	-2	2.8	0	1	-0.5	-5	3	23	3
CCC(=O)Nc1nc2c(OC)ccc(C)c2s1	-9	-0.6	-2	3	-3.0	0	6	-23	-2
C=CCn1c(SCC(=O)NCC2CCCO2)nnc1C1CCCCC1 (stereo not given)	-2	-0.2	4	2	-1.1	0	1	8	-13
COc1cc(C(=O)N2CCN(C(=O)c3cc(-c4ccc(Br)cc4)n[nH]3)CC2)cc(OC)c1OC	15	-1.5	7	-4	-2.2	-19	2	6	-67
